# High-throughput results as filed in PubChem BioAssay.
# ELG1 repair inh = ELG1-dependent DNA repair inhibition; HEK293T ELG1-luciferase reporter, luminescence, 16 h; DNA damage induced by 5-fluorouridine; Potency, µM (doses to about 46.1 µM), inactives show at the highest dose activity change, negative = inhibition, most hits filed as inhibitors; actives 2.3% (n = 330,000); AID 504467; also: potency is read from the fitted curve at half-maximal effect; % is scaled to controls: 0 for no effect and ±100 for the full control effect; nearly all actives have a fitted effect of over 55% in size
#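 DMSO vehicle served as the neutral condition. Each well held 2,000 cells given 5-fluorouridine plus compound; after 16 hr at 37 °C/5% CO2, ONE-Glo was added and luciferase measured 30 min later.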
# TSHR antagonist = blocks TSH signaling through the human TSH receptor | activity change, negative = inhibition, % at 11.5 µM | AID 504810 | TSHR-expressing cells, TSH-stimulated cAMP HTRF, 2 h; active compounds read low | actives 0.2% (n = 330,000) | P16473;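 active = activity change below a set negative limit, meaning inhibition stronger than a set level, cut at about -70% in these data; inconclusive = activity change between two set negative limits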; also: % is scaled to controls: 0 for no effect and ±100 for the full control effect
#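 TSHR-expressing cells, 200/well, pre-treated with compound, then stimulated with EC80 TSH (4nM final) for 2 hours at 37 deg C. cAMP measured by competitive HTRF: anti-cAMP cryptate antibody in lysis buffer plus cAMP-d2, read after 30 minutes at room temperature.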
# Eya2 inh = blocks the phosphatase activity of human Eya2. actives 0.006% (n = 330,000). recombinant Eya2, OMFP fluorescence dephosphorylation (OMFP is methylfluorescein phosphate). Potency, µM (series often up to 76.9 µM), for inactives: at the top dose activity, negative = inhibition, usual class: inhibitors. AID 488837. O00167; also: potency is read from the fitted curve at half-maximal effect; % is scaled to controls: 0 for no effect and ±100 for the full control effect
#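 Eya2 (0.2 uM) preincubated 10 min at ambient with compound, then OMFP substrate added at 50 uM; 10 min reaction in 50 mM HEPES pH 7.5, 50 mM NaCl, 5 uM MgCl2, 0.05% BSA, 1 mM DTT. Fluorescence read at Ex 485/Em 525 nm.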
# BCR signal inh = chronic active BCR signaling inhibition; Potency, µM (titrated, usually from 46.1 µM), inactives show at the top dose ratio change, negative = lower green/red ratio, usual class: inhibitors; actives 0.05% (n = 340,000); ABC-DLBCL IkBa-CBG/CBR reporter, luminescence ratio, 4 h; AID 493014; active = well fitted inhibition curve with a large enough effect in the signal ratio, with a control signal flat, not every such curve was filed as active; inconclusive = small, poorly fitted or top-dose-only effect, or effect the other way, or a change in a side signal; the % refers to the signal ratio;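 also: potency is read from the fitted curve at half-maximal effect; plate controls were basal doxycycline-induced cells for no effect and cells given 10 µM MG132 for full effect; MG132 reads +100%, hits lower the ratio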
#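 TMD8 ABC-DLBCL cells carrying doxycycline-inducible green luciferase fused to IkappaBalpha plus unfused red luciferase were exposed to compounds (up to 46 uM) for 4 hrs at 37C. Activity came from the overlap-corrected green/red luminescence ratio.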
# S-ASM inh = human S-ASM enzyme inhibition; AID 504937; actives 0.006% (n = 340,000); placental ASM, HMU-PC fluorogenic substrate, 60 min; Potency, µM (titrated, usually from 57.5 µM), without a hit: top-dose activity change, negative = inhibition, actives largely listed as inhibitors; also: potency is read from the fitted curve at half-maximal effect
#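 Fluorescence read-out (Ex 386 nm, Em 447 nm) after stopping the reaction at pH 10. Enzyme: ASM from human placenta; substrate HMU-PC0, 9 uM final; 60 min, 37 °C. Compound preincubation 10 min, ambient temperature.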
# TCR activator = T cell receptor activation. primary human leukocytes, anti-CD3, IL-2 HTRF, 48 h. Potency, µM (series often up to 9.22 µM), for inactives: top-dose activation of IL-2 secretion, usual class: activators. 330,000 tested, under 10 active. AID 504894; also: % of control where 0% means no effect
#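 Readout: HTRF IL-2, Eu-cryptate/d2 antibody pair, 320nm excitation, 665nm emission. Stimulus: a-CD3 beads, no co-stimulation. Cells: primary human leukocytes. Exposure: 48 hr with compound.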
# Tb PFK inh = blocks T. brucei phosphofructokinase | O15648 | T. brucei PFK, ADP-Glo luminescence | Potency, µM (titrated, usually from 57.5 µM), without a hit: at the highest dose activity, negative = inhibition, hits mostly inhibitors | actives 0.17% (n = 330,000);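 also: potency is read from the fitted curve at half-maximal effect; 0% = uninhibited 1x PFK enzyme wells and -100% = no-enzyme wells; nearly all actives have a fitted effect of over 60% in size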
# Target sequence (O15648 whole entry, looked up): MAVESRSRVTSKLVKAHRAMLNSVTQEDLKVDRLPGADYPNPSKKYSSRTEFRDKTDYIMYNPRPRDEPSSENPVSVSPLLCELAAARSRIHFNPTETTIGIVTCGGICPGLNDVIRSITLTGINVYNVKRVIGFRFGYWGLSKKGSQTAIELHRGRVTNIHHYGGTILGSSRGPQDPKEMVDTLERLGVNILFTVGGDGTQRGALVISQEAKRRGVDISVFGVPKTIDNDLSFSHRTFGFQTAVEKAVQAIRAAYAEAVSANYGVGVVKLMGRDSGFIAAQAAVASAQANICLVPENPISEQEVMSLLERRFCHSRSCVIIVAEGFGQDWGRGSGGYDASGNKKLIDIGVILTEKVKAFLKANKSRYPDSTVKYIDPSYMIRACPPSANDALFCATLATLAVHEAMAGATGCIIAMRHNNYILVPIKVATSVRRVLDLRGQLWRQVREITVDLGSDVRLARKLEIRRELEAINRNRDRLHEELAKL
#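 Compounds were pin-transferred as a titration series up to 57 uM into substrate buffer (0.5 mM F6P, 0.1 mM ATP, pH 8.0), then 1.25 nM PFK was added and reactions ran 45 min before ADP-Glo detection.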
# A-T KAP1 phos = candidate therapy for ataxia-telangiectasia; actives 0.19% (n = 320,000); Potency, µM (highest dose often 57.5 µM), for the others: top-dose activation, most hits filed as activators; […] A-T fibroblasts, KAP-1 phosphorylation AlphaLISA; neocarzinostatin DNA damage 30 min before lysis; also: potency is read from the fitted curve at half-maximal effect; % of control where 0% means no effect; nearly all actives have a fitted effect of over 45% in size
#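 ATM-like activity read as KAP-1 phosphorylation via AlphaLISA donor/acceptor antibody pairs after lysis and 6 hr at 25C. Cells were ATM-null patient fibroblasts ([…], hTERT), dosed 60 min, then exposed to the DSB inducer NCS for 30 min.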
# TSG101-PTAP inh = blocks PTAP/TSG101 interaction to inhibit HIV-1 budding; Q99816; Fluorescence polarization, FITC-PTAP peptide / Tsg101 binding; Potency, µM (series often up to 115 µM), inactives show at the highest dose activity change, negative = inhibition, usual class: inhibitors; 340,000 tested, under 10 active; AID 493005; active = well fitted inhibition curve with a large enough effect in the main read-out, with a control signal flat, not every such curve was filed as active; inconclusive = small, poorly fitted or top-dose-only effect, or effect the other way, or a change in a side signal; inactive = no such curve, though single readings can be large or run the other way; also: potency is read from the fitted curve at half-maximal effect; % of control where 0% means no effect
# Target sequence (Q99816 whole entry, looked up): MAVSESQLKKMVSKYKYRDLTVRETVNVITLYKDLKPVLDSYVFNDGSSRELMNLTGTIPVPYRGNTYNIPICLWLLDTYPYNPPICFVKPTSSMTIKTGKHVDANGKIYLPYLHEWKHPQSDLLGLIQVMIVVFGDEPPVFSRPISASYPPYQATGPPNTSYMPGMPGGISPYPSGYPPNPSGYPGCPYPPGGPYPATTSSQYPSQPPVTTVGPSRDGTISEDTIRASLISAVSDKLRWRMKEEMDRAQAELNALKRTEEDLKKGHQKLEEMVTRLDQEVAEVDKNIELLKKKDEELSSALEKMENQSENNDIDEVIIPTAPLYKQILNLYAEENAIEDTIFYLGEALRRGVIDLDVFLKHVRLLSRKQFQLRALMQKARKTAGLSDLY
#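 Fluorescence anisotropy tracks displacement of a FITC-tagged PTAP peptide (50 nM) from the Tsg101 binding domain (10 uM), following a 20 min room-temperature incubation at pH 7.5.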
# Integrin act MD = activates integrin-mediated alleviation for muscular dystrophy; AID 624291; Potency, µM (doses to about 38.3 µM), inactives show top-dose activation, hits mostly activators; alpha7betagal myoblasts, beta-gal FDG fluorescence, 48 h; actives 0.064% (n = 350,000);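 also: potency is read from the fitted curve at half-maximal effect; 100% = response of the positive control SU9516; nearly all actives have a fitted effect of over 60% in size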
#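 Alpha7betagal+/- myoblasts (passage 13) were plated 16-24 hr, then exposed to compounds (1:260 dilution of DMSO stock) for 48 hours at 37C. After MPER lysis, β-galactosidase reporter activity was read as FDG fluorescence (ex 480/em 540) after 30 minutes.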
# Mito fusion act = blocks mitochondrial division or promotes mitochondrial fusion; S. cerevisiae fusion-defective mutant growth rescue, CellTiterGlo 48 h; Potency, µM (series often up to 46.1 µM), without a hit: top-dose growth rescue (activation), most hits filed as activators; actives 0.23% (n = 320,000); AID 485298;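 also: potency is read from the fitted curve at half-maximal effect; % of control where 0% means no effect; nearly all actives have a fitted effect of over 45% in size; temperature-sensitive fusion mutants such as fzo1-1 at 37 °C on non-fermentable ethanol glycerol medium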
#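 Luminescent cell viability in 1536-well qHTS format served as the measure of rescued growth in ts fusion-mutant S. cerevisiae cultured on non-fermentable YPEG for 48 hours at 37C.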
# The depositor's hits bear a star; i = inactive; ? = inconclusive; nt = not tested or not shown; [ ] = dose if it differs, or a comment. Unless noted, calls follow the shape of the dose curve; as a rule, active = well fitted curve in the direction sought with a large enough effect; inconclusive = small, poorly fitted or top-dose-only effect, or another doubt; inactive = no such curve, though single readings can be large; an effect the other way counts as inactive or inconclusive.
no.	Molecule	ELG1 repair inh	TSHR antagonist	Eya2 inh	BCR signal inh	S-ASM inh	TCR activator	Tb PFK inh	A-T KAP1 phos	TSG101-PTAP inh	Integrin act MD	Mito fusion act
1	Cc1nnc(SCc2ccccc2)n1CC1CCCO1 (configuration not stated)	9%	7	6%	4%	4%	3%	-5%	nt	-7%	-9%	-1%
2	CC(C)N(Cc1nc(-c2ccc(Cl)cc2)no1)C(=O)/C=C/c1ccccc1	1%	-38	-3%	-2%	?	-6%[46.1 µM]	-1%	12%	0%	21%	?
3	CS(=O)(=O)Nc1nnc(C2CCCC2)s1	1%	-2	-6%	7%	-1%	6%	-1%	2%	0%	-21%	-5%
4	O=C(CN1CCN(S(=O)(=O)c2cccc(Br)c2)CC1)NCCc1cccs1	-3%	-8	0%	6%	4%	0%	-3%	7%	-5%	?	-1%
5	COc1ccccc1N(C)C(=O)c1cc(S(=O)(=O)N2CCc3ccccc32)cn1C	-3%	2	4%	5%	-2%	1%	1%	4%	-2%	-8%	0%
6	Cc1nnc(NC(=O)CSc2nccn2-c2ccc(F)cc2)s1	-12%	5	8%	3%	-2%	-2%	-3%	0%	0%	-12%	0%
7	O=C(Cn1cnc2c(NCc3ccccc3)ncnc21)NCCCN1CCCC1=O	7%	-9	4%	4%	-1%	-4%[46.1 µM]	4%	10%	-6%	-11%	nt
8	O=C(C1CCCO1)N1CCN(C(=S)Nc2ccccc2C(F)(F)F)CC1 (configuration not stated)	7%	8	2%	-9%	5%	3%[46.1 µM]	-16%	-1%	-1%	8%	-1%
9	CC1(C)Cc2c(cnn2-c2ccccc2)C(=O)/C1=N\NC(=O)c1ccccc1N	13%	-1	-12%	-7%	0%	-3%	-3%	nt	-9%	28%	5%
10	N/N=c1\sc2ccccc2n1-c1ccccc1	6%	35	-27%	19%	0%	-2%	0%	?	1%	8%	3%
11	COc1ccc(-c2ncncc2-c2ccc(OC)c(OC)c2)c(O)c1	?	5	6%	?	4%	1%	-1%	2%	-1%	0%	1%
12	COC(c1ccccc1)c1nnc(CCC(=O)N2CCN(Cc3cccs3)CC2)o1 (configuration not stated)	-1%	3	-1%	19%	5%	5%	2%	9%	-1%	-12%	6%
13	CC1CC1c1ccc(/C=C(\C#N)C(=O)Nc2ccc(Cl)cc2Cl)o1 (configuration not stated)	23%	-6	3%	?	30%	4%[46.1 µM]	3%	5%	-1%	18%	9%
14	O=S(=O)(Cc1ccccc1)Nn1cnnc1	7%	9	-1%	-12%	2%	10%	-6%	1%	-6%	-11%[7.66 µM]	0%
15	Cc1ccc(-n2cccc2/C=C2/NC(=O)N(CC(=O)Nc3cccc(C)c3)C2=O)cc1	17%	14	3%	?	11%	-3%[46.1 µM]	4%	8%	-1%	-12%	-5%
16	Cc1cccc(N(C(=O)c2ccc(CN3CCOCC3)o2)C(C(=O)NC2CCCCC2)c2ccc(F)cc2)c1 (configuration not stated)	?	-8	-1%	-11%	-4%	13%[46.1 µM]	-3%	3%	0%	-17%	-1%
17	O=c1[nH]cc(I)cc1I	-4%	6	-5%	?	3%	1%	-8%	-2%	-2%	18%	1%
18	CCOC(=O)c1cccc(NC(=O)C2(S(=O)(=O)c3ccc(C)cc3)CC2)c1	-3%	-2	-3%	-5%	0%	1%[46.1 µM]	1%	1%	0%	-10%	6%
19	NC(=O)c1c(N)sc2c1CCCC2	3%	3	-11%	-3%	14%	6%	-15%	6%	-7%	-1%	6%
20	COc1ccc(C(=O)N=C2SC3CS(=O)(=O)CC3N2Cc2ccc(OC)c(OC)c2)cc1 (configuration not stated)	-19%	-6	0%	2%	-11%	1%	-1%	2%	1%	-5%	-9%
21	COc1ccc(N(CC(=O)Nc2ccc3c(c2)OCO3)S(=O)(=O)c2ccccc2)c(OC)c1	15µM*	14	-4%	-1%	2%	2%	2%	-18%	-7%	59%	18%
22	CCOc1ccc(Nc2nc(C)cc(C)c2C#N)cc1	12%	10	13%	5%	49%	-6%	3%	-5%	-4%	3%	-6%
23	O=[N+]([O-])c1ccc(OCCN2CCCCCC2)cc1	-1%	-8	-6%	0%	0%	3%[46.1 µM]	-10%	2%	1%	10%	-3%
24	COc1ccc(NC(=O)CCCN2C(=O)CN(C)C2=O)cc1Cl	16%	-7	-5%	3%	-1%	18%	-7%	2%	0%	41%	-3%
25	Cn1c(COc2ccccc2)nnc1SCCN1CCOCC1	10%	5	0%	0%	2%	3%	0%	-3%	-6%	21%	6%
26	CNC(=O)COc1coc(CN2CCN(c3cccc(Cl)c3)CC2)cc1=O	19%	13	0%	-3%	-1%	0%	-3%	-2%	0%	-7%	-7%
27	Cc1ccccc1[C@@H]1C(C#N)=C(N)S[C@H]1C(=O)c1ccccc1	-14%	-1	16%	14%	2%	5%	-3%	nt	-4%	0%	4%
28	O=C(Nc1ccnn1C1CCN(C2CCOCC2)CC1)c1cccc(F)c1	-2%	-3	-7%	-12%	1%	-6%	-9%	-5%	-6%	5%	-1%
29	CCC(=O)Nc1ccc(N2CCOCC2)c(S(=O)(=O)Nc2ccc(Cl)cc2)c1	7%	9	-9%	3%	-4%	-2%	-17%	-16%	-8%	20%	-2%
30	O=C(C1CCN(S(=O)(=O)c2ccc(Cl)cc2)CC1)N1CCOCC1	12%	8	-3%	?	-1%	-1%	-5%	12%	-8%	-19%	-2%
31	CCc1cc(=O)oc2cc3occ(-c4ccc(OC)c(F)c4)c3cc12	-14%	-9	-9%	-12%	25%	-4%[46.1 µM]	6%	-2%	0%	-23%	16µM*
32	CCOC(=O)c1c(C)[nH]c(C)c1C(=O)COC(=O)c1cccnc1Cl	7%	2	-10%	-6%	1%	5%[46.1 µM]	6%	7%	0%	13%	nt
33	CCCCNS(=O)(=O)c1ccc2nc(SCC(=O)c3ccccc3OC)[nH]c2c1	21µM*	-17	-3%	?	-7%	-9%	-6%	-2%	-7%	-18%	2%
34	O=C(Nc1ccccc1C(F)(F)F)N1CCN(C(c2ccccc2)c2ccccc2)CC1	?	-7	-1%	8%	-1%	3%	1%	4%	-3%	-4%[7.66 µM]	-4%
35	CN1CCC(=NNC(=O)c2cc(-c3ccc(Cl)cc3)n[nH]2)CC1	10%	17	-5%	?	-2%	3%	0%	-7%	-2%	-15%	-1%
36	Cc1ccc(OCC(=O)Nc2cccc(O)c2)cc1C	?	7	7%	?	0%	1%	4%	9%	-4%	-17%	2%
37	C=CCCC(=O)NC1CC(C)(C)Cc2c1cnn2-c1ccc(OC)cc1 (configuration not stated)	-10%	-7	0%	2%	7%	nt	1%	5%	-8%	?	3%
38	Cc1ccc(C)c(Oc2cc(NC(=O)CCCn3nc(C)c([N+](=O)[O-])c3C)cc([N+](=O)[O-])c2)c1	?	?	-5%	1%	-9%	2%[46.1 µM]	1%	nt	-5%	-51%[inhibitor]	13%
39	CCC1CCCCN1CCCNC(=O)CN1C(=O)c2cccnc2Oc2ccc(C)cc21 (configuration not stated)	5%	-2	2%	0%	1%	7%	3%	3%	-1%	-18%	8%
40	Cn1c(N)c(C(=O)COC(=O)c2cncc(Br)c2)c(=O)n(C)c1=O	?	28	-1%	2%	-2%	3%	-7%	0%	-1%	6%	4%
41	CN(C)/C=N/c1nc2nccc(-c3cccs3)n2n1	8%	-3	8%	0%	i	-11%	-3%	9%	-2%	6%	-7%
42	Cc1ccc(C(=O)N[C@H](C(=O)OCC(=O)c2ccc[nH]2)C(C)C)cc1	-1%	-15	2%	-3%	2%	0%[46.1 µM]	-11%	-2%	-1%	6%	2%
43	CCN(C[C@H]1N[C@@](Cc2ccccc2)(C(=O)OC)[C@H]2C(=O)N(Cc3ccccc3)C(=O)[C@@H]12)C(=O)Nc1ccc(C(F)(F)F)cc1	?	?	-2%	7%	-13%	2%	0%	2%	-8%	-5%	nt
